# LmPK inh: qHTS Assay for Inhibitors of Leishmania Mexicana Pyruvate Kinase (LmPK) | Q27686 | purified LmPK, Kinase-Glo ATP luminescence, 1 h | Potency, µM (doses to about 57.5 µM), for the others: at the top dose activity change, negative = inhibition, actives largely listed as inhibitors | 290,000 compounds, 0.37% hits | AID 1721, 2009; note: potency is the fitted concentration of half-maximal effect
# Target sequence (Q27686 whole entry, looked up): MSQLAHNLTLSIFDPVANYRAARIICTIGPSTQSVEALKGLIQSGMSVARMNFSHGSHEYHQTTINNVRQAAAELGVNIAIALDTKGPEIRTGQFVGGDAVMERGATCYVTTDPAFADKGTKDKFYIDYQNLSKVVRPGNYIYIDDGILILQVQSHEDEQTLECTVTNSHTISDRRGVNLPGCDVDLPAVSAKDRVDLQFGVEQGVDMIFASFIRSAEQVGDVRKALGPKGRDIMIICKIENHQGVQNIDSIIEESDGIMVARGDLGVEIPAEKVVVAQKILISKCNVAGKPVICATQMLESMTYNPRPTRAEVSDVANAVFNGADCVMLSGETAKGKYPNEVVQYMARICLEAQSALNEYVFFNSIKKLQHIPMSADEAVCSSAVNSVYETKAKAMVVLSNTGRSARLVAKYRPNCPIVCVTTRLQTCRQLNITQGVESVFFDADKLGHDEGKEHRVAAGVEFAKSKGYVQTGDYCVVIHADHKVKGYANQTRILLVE
#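 Purified LmPK (0.1 nM) with 0.5 mM PEP and 0.1 mM ADP in imidazole buffer pH 7.2 with MgCl2/KCl, 1 h at room temperature. ATP formed was read by luciferase luminescence and normalized to no-enzyme and uninhibited controls.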
# AMA1-RON2 inh: qHTS for Inhibitors of AMA1-RON; Towards Development of Antimalarial Drug Lead: Primary Screen | 360,000 compounds, 0.2% hits | Potency, µM (top dose mostly 58.2 µM), for inactives: top-dose activity change, negative = inhibition, most hits filed as inhibitors | AlphaScreen AMA1-biotinylated RON2 peptide binding | Plasmodium falciparum AMA1 (3D7) - RON2 peptide interaction | AID 720542, 2013;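 note: potency is the fitted concentration of half-maximal effect; 0% = vehicle wells and -100% = peptide control; nearly all actives have a fitted effect of over 45% in size; some results filed as inactive show a strong effect at the top dose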
#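 AMA1 (3D7) with his tag at 25 nM final met compounds first, then biotinylated RON2 peptide at 25 nM; detection used donor plus acceptor beads, 10 µg/mL apiece, read by AlphaScreen after 30 min at room temperature.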
# Sm TGR block: qHTS Assay for the Inhibitors of Schistosoma Mansoni Peroxiredoxins; purified TGR, DTNB reduction, TNB absorbance 405 nm; Potency, µM (top dose mostly 114 µM), without a hit: top-dose activity change, negative = inhibition, actives largely listed as inhibitors; 360,000 compounds, 3% hits; note: potency is the fitted concentration of half-maximal effect; nearly all actives have a fitted effect of over 60% in size
#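 First, TGR (20 nM dispensed) and NADPH were mixed with compound. Second, a 15 min room-temperature incubation followed. Third, further NADPH and then DTNB were added to start the reaction. Finally, TNB absorbance was monitored kinetically.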
# HCMV inh: qHTS Assay for inhibitors of the human cytomegalovirus (HCMV). 410,000 compounds, 4.5% hits. activity change, negative = inhibition, % at 57.5 µM. HFF cells, HCMV-luciferase reporter, 72 h; active compounds read low. AID 1259415, 2018; in the data active = activity change below about -60%; inconclusive = no clear call, values can overlap the other calls; inactive = above about -39%
#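 Steps: HFFs plated, 16 h 37C; compounds added; HCMV-luciferase added to MOI 1 PFU/cell; 72 h 37C; OneGlo reagent, 5 min room temperature; luminescence read, normalized to controls.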
# Tb PYK inh: qHTS of Trypanosoma Brucei Inhibitors | Potency, µM (top dose mostly 76.8 µM), for the others: top-dose activity, negative = inhibition, usual class: inhibitors | 410,000 compounds, 0.12% hits | TbPYK enzyme, Kinase-Glo Plus ATP luminescence, 45 min | pyruvate kinase (Trypanosoma brucei), Q57TT1; note: potency is the fitted concentration of half-maximal effect; nearly all actives have a fitted effect of over 50% in size
#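 Quantitative HTS: titrated library compounds versus trypanosomal pyruvate kinase in TEA buffer (pH 7.2) containing KCl, MgCl2, BSA and Tween-20. Reactions were initiated with ADP, 130 uM final. Kinase-Glo Plus luminescence was read after 45 min at RT.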
# AmpC inh detg: qHTS Inhibitors of AmpC Beta-Lactamase (assay with detergent). P00811. AmpC hydrolysis of nitrocefin, absorbance 480 nm, 0.01% Triton. Potency, µM (titrated, usually from 114 µM), without a hit: at the top dose activity change, negative = inhibition, actives largely listed as inhibitors. 370,000 compounds, 0.041% hits;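 note: potency is the fitted concentration of half-maximal effect; 0% = no-compound wells and -100% = no-enzyme wells; nearly all actives have a fitted effect of over 25% in size; some results filed as inactive show a strong effect at the top dose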
# Target sequence (P00811 whole entry, looked up): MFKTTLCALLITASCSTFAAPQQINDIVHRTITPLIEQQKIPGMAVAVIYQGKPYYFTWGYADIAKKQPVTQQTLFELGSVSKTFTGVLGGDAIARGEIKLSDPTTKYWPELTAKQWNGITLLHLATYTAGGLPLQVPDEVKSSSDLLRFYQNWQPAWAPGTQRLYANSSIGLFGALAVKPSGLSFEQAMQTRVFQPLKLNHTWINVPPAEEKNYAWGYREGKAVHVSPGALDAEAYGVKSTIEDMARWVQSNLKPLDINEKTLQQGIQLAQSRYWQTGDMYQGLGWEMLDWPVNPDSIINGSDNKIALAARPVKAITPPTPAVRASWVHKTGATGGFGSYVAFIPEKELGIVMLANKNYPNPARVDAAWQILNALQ
#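 AmpC (5.3 nM in the dispensed reagent) in 20 mM phosphate pH 7.0 with 0.01% (detergent screen) or 0.0001% Triton X-100 was preincubated with compounds for 15 min at room temperature. Nitrocefin was then added from an 800 uM solution, and hydrolysis was followed at 480 nm.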
# AmpC inh no detg: qHTS Inhibitors of AmpC Beta-Lactamase (assay without detergent). P00811. AmpC nitrocefin hydrolysis, absorbance 480 nm, 0.0001% Triton. Potency, µM (doses to about 57.1 µM), for the others: at the top dose activity change, negative = inhibition, usual class: inhibitors. 330,000 compounds, 0.52% hits;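 note: potency is the fitted concentration of half-maximal effect; plate controls were no compound for no effect and no enzyme for full effect; nearly all actives have a fitted effect of over 20% in size; some results filed as inactive show a strong effect at the top dose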
#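 AmpC (5.3 nM in the dispensed reagent) in 20 mM phosphate pH 7.0 with 0.01% (detergent screen) or 0.0001% Triton X-100 was preincubated with compounds for 15 min at room temperature. Nitrocefin was then added from an 800 uM solution, and hydrolysis was followed at 480 nm.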
# Numbers without * were called inactive; ? = inconclusive; nt = no result given; [ ] = remark or other dose. Unless noted, calls come from the whole dose curve; as a rule, active = well fitted curve in the direction sought with a large enough effect; inconclusive = small, poorly fitted or top-dose-only effect, or another doubt; inactive = no such curve, though single readings can be large; an effect the other way counts as inactive or inconclusive. Unless noted, % is set by controls: 0 for no effect and ±100 for the full control effect.
no.	structure	LmPK inh	AMA1-RON2 inh	Sm TGR block	HCMV inh
1	Cc1ccc(C)c(C(=O)CN2C(=O)NC3(CCc4ccccc43)C2=O)c1 (stereo not drawn)	nt	8%	-1%	-14
2	COc1cc2nc(SCc3c(C)noc3C)n(CCC3=CCCCC3)c(=O)c2cc1OC	2%	4%	2%	181
3	COc1ccc(C)cc1NC(=O)N1CCC(CN2CCC(C)CC2)CC1	nt	nt	5%	-3
4	Cc1ccc(S(=O)(=O)Nc2ccc(N3CCOCC3)cc2)cc1[N+](=O)[O-]	1%	-12%	-3%	-11
5	CCOC(=O)c1c(S(=O)(=O)N2CCN(c3cc(Cl)ccc3C)CC2)c(C)n(C)c1C	nt	nt	8%	-13
6	COC(=O)c1c(NC(=O)c2cccc(OC)c2)sc2c1CCC(C(C)(C)C)C2 (stereo not drawn)	nt	nt	-6%	?
7	COc1ccc(CCNC(=O)CSc2nc3[nH]ncc3c(=O)n2-c2ccc(Br)cc2)cc1OC	2%	0%	-2%	?
8	COc1ccc(S(=O)(=O)N2CC(=O)Nc3ccccc32)cc1	-3%	4%	-7%	-1
9	Nc1ccc(-c2cc3ccccc3oc2=O)cc1	5%	0%	-11%	?
10	Cc1cc(C)nc(SCC(=O)Nc2sc3c(c2C#N)CCC(C)C3)n1 (stereo not drawn)	nt	7%	nt	?
11	CCCOC(=O)c1cc(-c2ccc(C=O)o2)ccc1Cl	-1%	-9%	-13%	-32
12	COc1ccc(C2=C(C)C(=O)N(Cc3ccc(C(=O)Nc4ccc(C)c(C)c4)cc3)S2(=O)=O)cc1	nt	nt	6%	-11

no.	Tb PYK inh	AmpC inh detg	AmpC inh no detg
1	0%	-13%	-21%
2	12%	-3%	2%
3	1%	20%	nt
4	3%	2%	-51%
5	0%	16%	nt
6	2%	1%	nt
7	-1%	7%	104%[activator]
8	3%	-16%	-19%
9	-4%	0%	-14%
10	-2%	nt	nt
11	3%	-13%	-12%
12	-5%	-1%	nt

# Carrying on.
no.	structure	LmPK inh	AMA1-RON2 inh	Sm TGR block	HCMV inh
13	CC(=O)Nc1ccc(NS(=O)(=O)c2ccc3c(c2)NC(=O)CC(=O)N3)cc1	-2%	4%	5%	-6
14	CC=Cc1cc2c(c(=O)o1)C(=O)C(O)C(C)O2 (stereo not drawn)	nt	9%	nt	45
15	CCOC(=O)COc1ccc(S(=O)(=O)Nc2ccc(C)cc2)cc1	4%	-7%	-16%	66
16	COC1(NC(=O)c2ccccc2)C(C)=CC(=O)C=C1C	1%	2%	25µM*	-11
17	O=C1NN(c2ccc(F)c(Cl)c2)C(=O)/C1=C\c1cccc(OC(=O)c2cccs2)c1	8%	-2%	-22%	141
18	COc1cc(C(C)=O)ccc1COc1ccc(C(=O)OCC(N)=O)cc1OC	4%	-4%	-10%	2
19	O=C(Nc1ccc2c(c1)OCCO2)c1[nH]c(C(F)(F)F)nc1-c1ccccc1	nt	-9%	nt	-74*
20	CC(=O)c1cccc(NC(=S)NC(=O)Cc2ccc(Cl)cc2)c1	-1%	9%	?	-25
21	CCc1c(C)nc2cc(-c3cc(OC)cc(OC)c3)nn2c1N1CCCC1	6%	-1%	1%	?
22	O=c1cc(-c2ccccc2)nc(SCc2ccccc2F)[nH]1	3%	-13%	nt	-31
23	CC(C)(C)C1CCC(=NNC(=S)NCc2ccccc2)CC1 (stereo not drawn)	0%	90%[activator]	-15%	-62*
24	COc1ccc(-c2nn(-c3cccc([N+](=O)[O-])c3)c3c2cnc2cc4c(cc23)OCO4)cc1	nt	nt	0%	2

no.	Tb PYK inh	AmpC inh detg	AmpC inh no detg
13	-1%	2%	-10%
14	0%	nt	nt
15	2%	-12%	-15%
16	-26%	-5%	-2%
17	?	0%	?
18	-6%	?	25%
19	1%	nt	nt
20	1%	10%	-27%
21	-4%	-3%	91%[activator]
22	4%	1%	-14%
23	-1%	-5%	-29%
24	-1%	-2%	nt

# Next structures.
no.	structure	LmPK inh	AMA1-RON2 inh	Sm TGR block	HCMV inh
25	CC(C)OC(=O)c1ccc(OC(=O)c2cccnc2)cc1	3%	6%	-1%	6
26	N#CC1=C(N)C(C#N)(C#N)[C@H](c2ccncc2)[C@H]2CN(C(=O)OCc3ccccc3)CC=C12	5%	35%[activator]	?	-17
27	COc1cccc(C(C(=O)NC2CCCCC2)N(C(=O)c2ccco2)c2ccc(-n3cnnn3)c(C)c2)c1 (stereo not drawn)	7%	0%	-5%	-4
28	S=c1[nH]nc(-c2ccco2)n1Cc1ccccc1	14µM*	147%[activator]	-1%	-12
29	COc1ccc(CNC(=O)C(CC(C)C)NS(=O)(=O)c2ccc3c(c2)oc(=O)n3C)cc1 (stereo not drawn)	nt	nt	4%	6
30	COc1ccccc1N1CCN(C(=O)CCc2ccc(S(=O)(=O)NC(C)C)cc2)CC1	2%	-6%	-1%	1
31	O=C(Cc1c(F)cccc1Cl)Nc1ccccn1	-4%	-1%	6%	96
32	N#C/C(=C\c1ccc(Cl)cc1)c1nc2ccccc2o1	1%	-1%	0%	-37
33	CCN(CC)N=Nc1cccc(NC(C)=O)c1	-2%	4%	-10%	24
34	CC(C(=O)Nc1ccc2c(c1)OCO2)N(c1ccc(Cl)cc1)S(C)(=O)=O (stereo not drawn)	-1%	-7%	-16%	-24
35	C=CC[C@H](CC(=O)N[C@H](CO)Cc1ccccc1)C(=O)N[C@@H](COC(=O)[C@H](CC=C)CC(=O)OC(C)(C)C)Cc1c[nH]c2ccccc12	nt	-11%	nt	21
36	Cc1ccc(-c2cnc(C(O)c3ccc(Cl)cc3C)[nH]2)cc1 (stereo not drawn)	nt	-2%	nt	17

no.	Tb PYK inh	AmpC inh detg	AmpC inh no detg
25	3%	1%	26%
26	-11%	?	-21%
27	4%	-13%	169%[activator]
28	?	6%	-16%
29	-4%	4%	nt
30	1%	-16%	85%[activator]
31	0%	?	-11%
32	-8%	-12%	-36%
33	-13%	1%	8%
34	-4%	?	-20%
35	-4%	nt	270%[activator]
36	1%	nt	nt

# New compounds follow.
no.	structure	LmPK inh	AMA1-RON2 inh	Sm TGR block	HCMV inh
37	Cc1ccc2[nH]c(C(=O)N/N=C/c3ccccc3O)c(C)c2c1	-1%	43%[activator]	-10%	-100*
38	O=C(O)c1cc(NN=C2CCN(Cc3ccccc3)CC2)ccc1Cl	4%	-4%	?	-21
39	Cn1c(/C=N/NC(=O)c2ccccc2)nc2ccccc21	-3%	16%	26%	21
40	NC(=O)c1c(NC(=S)Nc2ccccc2)sc2c1CCCC2	0%	63%[activator]	-5%	-15
41	CN1C[C@@H]2C(c3ccccc3)C3(c4ccc(C#N)cc4)CC2(C3)[C@H]1c1ccccc1 (stereo partly drawn)	-1%	-7%	3%	-18
42	C#CCNC(=O)C1=C[C@@H](c2cn(C(C)=O)c3ccccc23)C[C@@H](OCc2ccc(CO)cc2)O1	4%	-10%	?	-11
43	O=c1[nH]cnc2onc(-c3ccc(F)cc3)c12	2%	10%	-1%	-36
44	O=C(NC(NC(=S)Nc1c(Cl)cc(Cl)cc1Cl)C(Cl)(Cl)Cl)OCc1ccccc1 (stereo not drawn)	5%	-1%	0%	46
45	Cn1nnnc1SCc1cccc2ccccc12	0%	4%	-2%	-29
46	CC(=O)Nc1ccc(Nc2cc(C)nc3c(-c4ccccc4)c(C)nn23)cc1	-3%	60%[activator]	11%	-33

no.	Tb PYK inh	AmpC inh detg	AmpC inh no detg
37	-1%	0%	-41%
38	-6%	0%	-15%
39	10%	0%	-22%
40	-16%	-5%	-60%
41	-7%	-2%	-5%
42	1%	-4%	135%[activator]
43	6%	-7%	-17%
44	-12%	?	-15%
45	-2%	1%	-15%
46	4%	-3%	177%[activator]

# Compounds shown so far that contain a Cl atom:
no.	structure	LmPK inh	AMA1-RON2 inh	Sm TGR block	HCMV inh
5	CCOC(=O)c1c(S(=O)(=O)N2CCN(c3cc(Cl)ccc3C)CC2)c(C)n(C)c1C	nt	nt	8%	-13
11	CCCOC(=O)c1cc(-c2ccc(C=O)o2)ccc1Cl	-1%	-9%	-13%	-32
17	O=C1NN(c2ccc(F)c(Cl)c2)C(=O)/C1=C\c1cccc(OC(=O)c2cccs2)c1	8%	-2%	-22%	141
20	CC(=O)c1cccc(NC(=S)NC(=O)Cc2ccc(Cl)cc2)c1	-1%	9%	?	-25
31	O=C(Cc1c(F)cccc1Cl)Nc1ccccn1	-4%	-1%	6%	96
32	N#C/C(=C\c1ccc(Cl)cc1)c1nc2ccccc2o1	1%	-1%	0%	-37
34	CC(C(=O)Nc1ccc2c(c1)OCO2)N(c1ccc(Cl)cc1)S(C)(=O)=O (stereo not drawn)	-1%	-7%	-16%	-24
36	Cc1ccc(-c2cnc(C(O)c3ccc(Cl)cc3C)[nH]2)cc1 (stereo not drawn)	nt	-2%	nt	17
38	O=C(O)c1cc(NN=C2CCN(Cc3ccccc3)CC2)ccc1Cl	4%	-4%	?	-21
44	O=C(NC(NC(=S)Nc1c(Cl)cc(Cl)cc1Cl)C(Cl)(Cl)Cl)OCc1ccccc1 (stereo not drawn)	5%	-1%	0%	46

no.	Tb PYK inh	AmpC inh detg	AmpC inh no detg
5	0%	16%	nt
11	3%	-13%	-12%
17	?	0%	?
20	1%	10%	-27%
31	0%	?	-11%
32	-8%	-12%	-36%
34	-4%	?	-20%
36	1%	nt	nt
38	-6%	0%	-15%
44	-12%	?	-15%

# Screens: PubChem BioAssay, National Center for Advancing Translational Sciences (NCATS)
